Pf apPOL block: Pf-apPOL inhibitors, biochemical, fluorescence | Plasmodium falciparum apicoplast DNA polymerase (apPOL) | Recombinant Pf-apPOL, molecular beacon fluorescence, 1.5 h | inhibition, % at 10 µM | 0.25% of 210,000 active | AID 1794808, 2022
mHTT CaM bind: mutant huntingtin-calmodulin interaction inhibitors – biochemical, AlphaScreen, primary screen; AlphaScreen His-mHTT/GST-CaM binding, luminescence; inhibition, % at 15 µM; 3.6% of 190,000 active;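 also: 0% = both proteins with DMSO and 100% = one protein alone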
Target sequence (P42858 whole entry, looked up, stated change not applied): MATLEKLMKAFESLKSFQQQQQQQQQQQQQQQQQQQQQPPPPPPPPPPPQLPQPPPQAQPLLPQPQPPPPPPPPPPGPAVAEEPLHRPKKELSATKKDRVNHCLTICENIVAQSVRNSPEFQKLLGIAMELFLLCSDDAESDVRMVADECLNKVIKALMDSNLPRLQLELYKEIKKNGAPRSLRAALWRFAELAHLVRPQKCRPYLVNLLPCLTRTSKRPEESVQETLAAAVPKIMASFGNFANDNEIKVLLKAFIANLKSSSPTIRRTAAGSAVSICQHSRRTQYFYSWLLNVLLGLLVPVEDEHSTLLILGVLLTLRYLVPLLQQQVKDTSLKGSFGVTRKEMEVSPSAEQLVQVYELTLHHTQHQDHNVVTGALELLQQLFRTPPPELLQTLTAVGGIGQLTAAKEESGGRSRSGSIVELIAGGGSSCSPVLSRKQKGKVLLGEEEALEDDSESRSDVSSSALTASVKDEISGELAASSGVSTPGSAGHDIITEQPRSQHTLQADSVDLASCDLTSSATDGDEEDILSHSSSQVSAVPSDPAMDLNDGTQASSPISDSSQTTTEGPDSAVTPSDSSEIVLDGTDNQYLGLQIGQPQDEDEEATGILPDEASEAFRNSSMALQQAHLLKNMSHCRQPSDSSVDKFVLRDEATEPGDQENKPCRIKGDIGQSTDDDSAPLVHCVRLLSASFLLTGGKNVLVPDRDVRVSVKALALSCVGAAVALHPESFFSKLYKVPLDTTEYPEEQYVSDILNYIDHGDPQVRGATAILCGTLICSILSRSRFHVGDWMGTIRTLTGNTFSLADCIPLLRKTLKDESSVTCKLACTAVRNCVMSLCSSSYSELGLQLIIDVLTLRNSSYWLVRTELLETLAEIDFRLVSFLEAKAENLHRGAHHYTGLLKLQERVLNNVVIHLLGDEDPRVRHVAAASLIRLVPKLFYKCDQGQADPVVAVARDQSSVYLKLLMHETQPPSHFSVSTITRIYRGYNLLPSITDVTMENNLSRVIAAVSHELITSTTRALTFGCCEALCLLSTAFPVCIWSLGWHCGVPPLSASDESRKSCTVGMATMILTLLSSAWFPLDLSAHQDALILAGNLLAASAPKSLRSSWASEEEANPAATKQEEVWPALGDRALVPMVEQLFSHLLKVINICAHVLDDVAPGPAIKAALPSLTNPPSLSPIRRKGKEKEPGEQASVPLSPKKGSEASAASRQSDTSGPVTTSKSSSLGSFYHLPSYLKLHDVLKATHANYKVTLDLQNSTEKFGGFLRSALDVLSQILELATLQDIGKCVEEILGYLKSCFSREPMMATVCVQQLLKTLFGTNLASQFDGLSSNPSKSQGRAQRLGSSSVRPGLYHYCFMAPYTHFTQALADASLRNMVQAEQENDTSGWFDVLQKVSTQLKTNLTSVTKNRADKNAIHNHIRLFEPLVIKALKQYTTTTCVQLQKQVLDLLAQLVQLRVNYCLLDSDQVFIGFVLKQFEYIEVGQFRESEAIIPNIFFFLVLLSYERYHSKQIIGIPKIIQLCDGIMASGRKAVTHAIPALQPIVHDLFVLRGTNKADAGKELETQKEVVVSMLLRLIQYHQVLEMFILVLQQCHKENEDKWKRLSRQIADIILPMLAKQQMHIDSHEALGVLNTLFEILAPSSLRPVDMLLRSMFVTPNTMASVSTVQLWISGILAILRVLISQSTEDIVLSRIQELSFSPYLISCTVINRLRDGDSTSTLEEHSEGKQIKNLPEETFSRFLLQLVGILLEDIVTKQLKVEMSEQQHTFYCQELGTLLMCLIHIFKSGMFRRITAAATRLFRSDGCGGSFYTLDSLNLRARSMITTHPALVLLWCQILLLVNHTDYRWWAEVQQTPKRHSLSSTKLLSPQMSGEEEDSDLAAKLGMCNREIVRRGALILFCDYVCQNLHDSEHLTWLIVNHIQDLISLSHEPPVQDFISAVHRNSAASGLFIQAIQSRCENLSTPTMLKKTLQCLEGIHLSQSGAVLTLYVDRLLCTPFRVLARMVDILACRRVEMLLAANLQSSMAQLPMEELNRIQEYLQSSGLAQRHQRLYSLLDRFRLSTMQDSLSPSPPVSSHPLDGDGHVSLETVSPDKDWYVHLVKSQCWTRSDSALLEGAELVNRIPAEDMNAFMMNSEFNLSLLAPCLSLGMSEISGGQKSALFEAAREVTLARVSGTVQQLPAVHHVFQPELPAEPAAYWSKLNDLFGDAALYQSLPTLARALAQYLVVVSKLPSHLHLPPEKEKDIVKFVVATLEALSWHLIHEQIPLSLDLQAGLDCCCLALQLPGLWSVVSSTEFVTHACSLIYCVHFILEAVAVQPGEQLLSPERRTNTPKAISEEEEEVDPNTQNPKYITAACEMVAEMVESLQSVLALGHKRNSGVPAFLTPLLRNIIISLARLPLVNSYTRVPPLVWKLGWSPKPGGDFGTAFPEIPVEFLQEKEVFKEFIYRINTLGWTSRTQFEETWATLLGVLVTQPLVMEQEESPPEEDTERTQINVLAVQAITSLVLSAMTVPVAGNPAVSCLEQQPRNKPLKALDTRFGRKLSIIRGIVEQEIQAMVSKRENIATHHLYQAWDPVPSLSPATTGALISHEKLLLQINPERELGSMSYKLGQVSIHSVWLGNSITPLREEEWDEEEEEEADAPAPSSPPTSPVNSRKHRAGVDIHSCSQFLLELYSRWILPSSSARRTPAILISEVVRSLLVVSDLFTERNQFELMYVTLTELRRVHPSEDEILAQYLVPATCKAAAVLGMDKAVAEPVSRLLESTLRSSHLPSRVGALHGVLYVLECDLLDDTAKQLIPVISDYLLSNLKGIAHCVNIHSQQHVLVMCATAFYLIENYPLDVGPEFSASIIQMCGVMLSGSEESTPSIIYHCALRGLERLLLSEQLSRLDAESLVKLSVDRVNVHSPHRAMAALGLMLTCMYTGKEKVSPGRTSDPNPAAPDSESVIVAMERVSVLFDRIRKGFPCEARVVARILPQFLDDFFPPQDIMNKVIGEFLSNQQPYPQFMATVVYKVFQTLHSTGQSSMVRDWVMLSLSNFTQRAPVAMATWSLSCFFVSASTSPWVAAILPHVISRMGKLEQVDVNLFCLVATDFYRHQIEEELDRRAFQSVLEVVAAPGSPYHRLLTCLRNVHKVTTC
Numbers without * were called inactive; i = inactive; / = no result given; & = joins results of further samples. Rule as the data show it: active = inhibition above about 50%; inactive = the rest. The order is random; 3.5% or so of the library scored in one or more.

SMILES	Pf apPOL block	mHTT CaM bind
Cc1cc(C)n(CCNC(=O)C(C)Oc2ccccc2)n1 (centres undefined)	-3.4	-11.3
CCCN1CCN(C(=O)c2ccc3[nH]c4c(c3c2)CN(C(C)=O)CC4)CC1	-4.6	7.6
COc1ccc(-n2c(C)nc3cc(C(=O)NCc4ccc(C)cc4)ccc32)cc1	35.3	28.0
COc1ccc(OCCOc2ccccc2Br)cc1	-12.7	-25.0
O=C(Cn1ccc([N+](=O)[O-])n1)n1cc(Cl)cn1	/	-3.9
Cc1cc(NC(=O)CN2CCCC2)no1	-10.4	/
COC(=O)c1ccc2c(c1)C(=O)C(=Cc1ccccc1O)O2	-8.0	4.2
Cc1c(Br)c([N+](=O)[O-])nn1CC(=O)N(C)C1CCCCC1	-3.6	-3.0
COc1ccc(NC(=O)CN2N=C(c3nc(-c4ccc(F)cc4)no3)CCC2=O)cc1	-2.6	2.5
O=C(Nc1ccccc1)C1CC(=O)N(CCc2c[nH]c3ccc(Cl)cc23)C1 (centres undefined)	3.1	32.8
CC(C)c1noc(-c2cccnc2N2CCCN(C(=O)c3cccs3)CC2)n1	-0.7	-4.4
COCc1nc2ccccc2c2ccccc12	-11.5	6.1
O=C(CSc1n[nH]c(=O)n1Cc1ccco1)c1cc(-c2ccccc2)no1	-9.1&-11.4	/
C[C@@H]1CCN(C2CC2)S(=O)(=O)c2ccc(N3CC[C@H](N(C)C)C3)cc2O1	-3.6	-7.5
C=CCn1c(SCc2ccc([N+](=O)[O-])cc2)nnc1-c1cccs1	-6.0	0.0
Cc1cc(C)cc(C(=O)N2CCC(c3nc(CNC(=O)C4CC4)cs3)CC2)c1	-0.5	2.4
CCCNC(=O)COc1ccc(Cl)c(C)c1	9.9	-7.5
O=C(c1nc2ccccn2c1-c1ccsc1)N1CCCC1	-2.9	-7.7
O=C(CSc1nc2ccsc2c(=O)n1Cc1ccccn1)c1ccc(F)cc1	-8.2	13.0
O=C(Nc1cccnc1)C1COc2ccccc2O1 (centres undefined)	4.1	-5.0
CC(C)(C)C1=CC(CO)CC(CO)C1 (centres undefined)	-7.9	-9.4
CCn1cc(C(=O)Nc2nnc(C)s2)c(=O)c2cc(OC)ccc21	-3.8	-3.8
O=C(NCc1ccco1)Nc1ccc(Cc2ccc(NC(=O)NCc3ccco3)cc2)cc1	-3.2	2.4
O=C(Nc1ccc([N+](=O)[O-])cc1Cl)c1ccccc1Br	-14.7	-4.1
O=C(c1nc2nc(-c3cccs3)cc(C(F)(F)F)n2n1)N1CCN(Cc2ccccc2)CC1	-6.1	45.0
COc1ccc(CNC(=O)C2CCCN(c3nnc4ccc(Cl)cn34)C2)c(OC)c1 (centres undefined)	-1.8	9.8
COc1ccc2c(c1C)CCC/C2=N\OC(=O)c1ccccc1F	-8.3	i
COc1ccc(/C=C2\SC(=N)NC2=O)cc1O	-3.4	14.0
COC(=O)CNC(=O)N1CCCC1c1cc(C)no1 (centres undefined)	-0.8	-7.3
COc1cccc(-c2cn3c(n2)N(C(=O)C2CCCC2)CCC3)c1	-1.8	20.6
CCOc1c(O)ccc(C2Oc3ccccc3C3CC(c4cccs4)=NN32)c1[N+](=O)[O-] (centres undefined)	-7.1	54.0*
O=C(O)c1cc([N+](=O)[O-])c(Br)s1	-0.2	2.0
CC(C)COc1cc(=O)[nH]c(SCC(C)C)n1	-4.0	-3.3
O=C(Cn1cnc2c(-c3ccc(Cl)cc3)csc2c1=O)Nc1ccc(F)cc1	-2.7	2.8
Cc1ccc(OCCNS(=O)(=O)c2ccc(C)c([N+](=O)[O-])c2)cc1	-6.4	5.7
N#Cc1cc([N+](=O)[O-])cnc1NCCO	-3.4	-5.7
COCCNc1nc(-c2ccccc2F)nc2ccccc12	-0.6	0.0
CCc1cc(C2CCCN2C(=O)Nc2ccc(F)c(Cl)c2)on1 (centres undefined)	0.1	-10.0
CC(C)=C(NC(=O)c1ccccc1)C(=O)Nc1cccc(Br)c1	-6.3	-3.9
Cc1ccc(NC(=O)/C(=C/c2ccc3c(c2)OCO3)NC(=O)c2ccco2)cc1	-7.1	-0.3

Rewritten with bars between the fields: part of the list above.
molecule | Pf apPOL block | mHTT CaM bind
O=C(Nc1ccc([N+](=O)[O-])cc1Cl)c1ccccc1Br | -14.7 | -4.1
O=C(c1nc2nc(-c3cccs3)cc(C(F)(F)F)n2n1)N1CCN(Cc2ccccc2)CC1 | -6.1 | 45.0
COc1ccc(CNC(=O)C2CCCN(c3nnc4ccc(Cl)cn34)C2)c(OC)c1 (centres undefined) | -1.8 | 9.8
COc1ccc2c(c1C)CCC/C2=N\OC(=O)c1ccccc1F | -8.3 | i
COc1ccc(/C=C2\SC(=N)NC2=O)cc1O | -3.4 | 14.0
COC(=O)CNC(=O)N1CCCC1c1cc(C)no1 (centres undefined) | -0.8 | -7.3
COc1cccc(-c2cn3c(n2)N(C(=O)C2CCCC2)CCC3)c1 | -1.8 | 20.6
CCOc1c(O)ccc(C2Oc3ccccc3C3CC(c4cccs4)=NN32)c1[N+](=O)[O-] (centres undefined) | -7.1 | 54.0*
O=C(O)c1cc([N+](=O)[O-])c(Br)s1 | -0.2 | 2.0
CC(C)COc1cc(=O)[nH]c(SCC(C)C)n1 | -4.0 | -3.3
O=C(Cn1cnc2c(-c3ccc(Cl)cc3)csc2c1=O)Nc1ccc(F)cc1 | -2.7 | 2.8
Cc1ccc(OCCNS(=O)(=O)c2ccc(C)c([N+](=O)[O-])c2)cc1 | -6.4 | 5.7
N#Cc1cc([N+](=O)[O-])cnc1NCCO | -3.4 | -5.7
COCCNc1nc(-c2ccccc2F)nc2ccccc12 | -0.6 | 0.0
CCc1cc(C2CCCN2C(=O)Nc2ccc(F)c(Cl)c2)on1 (centres undefined) | 0.1 | -10.0
CC(C)=C(NC(=O)c1ccccc1)C(=O)Nc1cccc(Br)c1 | -6.3 | -3.9
Cc1ccc(NC(=O)/C(=C/c2ccc3c(c2)OCO3)NC(=O)c2ccco2)cc1 | -7.1 | -0.3

The listing picks up, starting two compounds before the break.
SMILES	Pf apPOL block	mHTT CaM bind
CC(C)=C(NC(=O)c1ccccc1)C(=O)Nc1cccc(Br)c1	-6.3	-3.9
Cc1ccc(NC(=O)/C(=C/c2ccc3c(c2)OCO3)NC(=O)c2ccco2)cc1	-7.1	-0.3
CCc1c(C)sc(N2C(=O)C3C4CCC(O4)C3C2=O)c1C(N)=O (centres undefined)	-1.0	-6.1
Cc1nc(C)c(Cc2ccccc2)c(N2CCN(C(=O)C3CCCC3)CC2)n1	-2.2	12.5
CCOc1cc(C(=O)Nc2sc3c(c2C(N)=O)CCCCC3)cc(OCC)c1OCC	2.0	12.0
CC(NC(=O)c1ccc2c(c1)CC(=O)N2C)c1ccc(F)cc1 (centres undefined)	-2.7	4.3
Cc1ccn2cc(C(=O)NCCN(C)C)nc2c1	-6.2	-11.4
O=C(Nc1ccc(F)c(F)c1)c1cnc2n(c1=O)CCS2	-3.3	1.0
Cc1ccccc1-n1nc2c(c1NC(=O)c1ccc(OC(C)C)cc1)CS(=O)(=O)C2	-3.7	14.0
Cc1nc2cccnc2n1C1CCN(S(=O)(=O)c2cccc3nsnc23)C1 (centres undefined)	-3.2	9.4
COc1ccc(C(=O)N2CCc3[nH]cnc3C23CCCCC3)cc1	-0.1	-11.3
CCOc1ccc(NC(=O)c2ccc(F)c(S(=O)(=O)NC3CCCC(C)C3C)c2)cc1 (centres undefined)	-3.3	12.0
Cc1sc2cc(C(=O)N3CCCCC3)[nH]c2c1CN1CCOCC1	3.7	31.1
COCCCNC(=O)COc1ccc([N+](=O)[O-])cc1	-5.3	-20.6
O=C(O)/C=C/c1ccc(-c2cccc(Cl)c2Cl)o1	-3.9	6.0
Cc1oc2ccc(OC(=O)C(C)(C)C)cc2c1C(=O)OC(C)C	6.7	-92.6
COc1cccc(C2CC(c3ccc(OCc4ccccc4)cc3)n3nc(N)nc3N2)c1 (centres undefined)	-1.2	24.2
Cc1cccc(C(=O)NC2CCN(c3nnc4ccccn34)CC2)c1	1.4	-3.2
O=C(Nc1cccc(Cl)c1)c1ccc([N+](=O)[O-])cc1	-0.1	8.9
CC(=O)c1ccc(NC(=O)c2csc3c2CCCC3)cc1	1.9	-7.8
Cn1c2ccc([N+](=O)[O-])cc2c2nc3ccccc3nc21	-4.2	6.3
COc1ccc(N2C(=O)CSC2c2ccccc2Br)cc1 (centres undefined)	-5.3	-8.0
O=C(CSc1nc2c(c(=O)n1-c1ccc([N+](=O)[O-])cc1)SCC2)Nc1ccc(F)cc1F	-8.8	0.0
Cc1c(C2=N/C(=C/C=C/c3ccccc3)C(=O)O2)cccc1[N+](=O)[O-]	-2.5	13.0
Cc1ccc(C)c(N2C(=O)NC3CC2(C)Oc2ccc(Cl)cc23)c1 (centres undefined)	-1.3	2.0
Cc1ccc(-c2nc(C3CCN(S(=O)(=O)c4cc(F)cc(F)c4)CC3)no2)cc1	-5.8	-3.7
CC1(C)CC(=O)C2=C(C1)OC1=C(C(=O)CC(C)(C)C1)C2c1cccc(Cl)c1Cl	0.4	2.0
CCC(C)NC(=O)c1cc2c(s1)CCN(C(=O)c1ccc(F)cc1)C2 (centres undefined)	-0.4	-0.8
CCOc1ccc(NS(=O)(=O)c2ccc(OCC)c3ncccc23)cc1	-2.8	16.0
CN(C)CCN1C(=O)C(O)=C(C(=O)c2ccco2)C1c1ccc([N+](=O)[O-])cc1 (centres undefined)	-1.9	-3.0
CCCCNC(=O)CCC1CCN(c2cc(NC3CC3)ncn2)CC1	-6.4	-4.0
Cc1[nH]nc(SCC(=O)Nc2cccc(Cl)c2)c1[N+](=O)[O-]	4.3	5.0
CC1(C(=O)O)COC2(OC1)C1CC3CC(C1)CC2C3 (centres undefined)	/	-4.0
O=C1C2CC=C(Cl)CC2C(=O)N1CCCCCCN1C(=O)C2CC=C(Cl)CC2C1=O (centres undefined)	-1.2	-2.0
Cn1c(=O)c2c(nc3n2CC(c2ccc(F)cc2)=NN3CCO)n(C)c1=O	-3.2	2.0
O=C(NCCN1CCOCC1)c1ccc(Cl)cc1[N+](=O)[O-]	-6.0	-3.6
COc1ccccc1OCCCCOc1ccc([N+](=O)[O-])cc1	4.0	-11.6
COc1ccc2cc3cc(C(=O)N4CCC5(CC4)OCCO5)oc3nc2c1	-2.7	-3.0
O=S(=O)(NCCNc1ccc(Nc2cccnc2)nn1)c1ccc2c(c1)OCCO2	-2.6	4.0
Cc1ccc(C(=O)Nc2ccc3oc(-c4cccnc4)nc3c2)cc1[N+](=O)[O-]	9.6	6.0
COc1ccccc1CNCc1ccccc1C(F)(F)F	0.0	-9.0
CCCc1ccc(S(=O)(=O)C[N+](=O)[O-])cc1	-5.3	/
O=C(C1CCCCC1)N1CCN(c2ccc([N+](=O)[O-])cc2)CC1	0.2	9.1
CNCC(=O)N1N=C(c2cccn2C)CC1c1ccccc1 (centres undefined)	-5.5	8.9
Cc1cc2[nH]c(C(=O)Nc3ccc(F)cc3C)c(CN(C)C)c2s1	2.6	-1.4
CCOc1ccc(C(=O)c2ccc(OCC)c(N)c2)cc1N	-3.3	16.2
COCOCCn1cc(CN2CCS(=O)(=O)N(Cc3ccc(-c4ccc(C)cc4)cc3)C(CC(C)C)C2=O)nn1 (centres undefined)	-9.1	15.5
O=C(CN1CCC(c2nc(-c3cccs3)no2)CC1)NCc1ccccc1Cl	-3.7	-3.1
Cc1ccc(C(=O)Nc2ccc(NC(=O)C(C)C)cc2)cc1[N+](=O)[O-]	2.7	-4.5
COc1cccc(NC(=O)c2cc(S(=O)(=O)NC3CCCC(C)C3C)ccc2F)c1 (centres undefined)	-16.9	-1.0
O=[N+]([O-])c1ccc(O)c(C=Nc2ccc(Br)cn2)c1	-6.0	-2.0
Cc1ccc(C)c(NC(=O)CSc2nc(-c3ccccc3)cc(=O)[nH]2)c1	-6.4	4.1
COc1ccc2cccc(NC(=O)c3c(F)cccc3Cl)c2n1	-1.0	-9.9
CCc1ccc(Oc2cc(N3CCC(C(=O)NCc4ccco4)CC3)ncn2)cc1	-77.3	-5.4
O=C(CSc1ccccc1[N+](=O)[O-])NNC(=O)c1sc2ccccc2c1Cl	-6.1	/
CCc1ccccc1N1CCN(C(=O)c2ccc(Cl)c(Cl)c2)C(C)C1=O (centres undefined)	-3.0	12.0
CC(Oc1ccccc1F)C(=O)N1CCN(c2ccc3nnc(-c4ccco4)n3n2)CC1 (centres undefined)	5.5	9.3
Cc1c(C(=O)Nc2ccc(S(=O)(=O)N3CCCCC3C)cc2)oc2ccccc12 (centres undefined)	0.4	1.0
O=C1CSC(c2cccc(F)c2)N1c1ccc(O)cc1 (centres undefined)	-1.1	-2.0
O=C(COc1ccccc1)N1CCC(COc2ccc(C(=O)N3CCOCC3)cc2)CC1	-8.3	4.0
COc1cccc(S(=O)(=O)N2CCC(c3nc(C(=O)N(C)C)c(C)o3)CC2)c1	-1.7	4.9
CCCC(NS(=O)(=O)c1ccc(OC)cc1)C(=O)O (centres undefined)	-10.9	0.0

More compounds follow:
SMILES	Pf apPOL block	mHTT CaM bind
C=CCNS(=O)(=O)c1cc(Br)cc2c1N(C(=O)CC)CC2	-2.9	8.0
O=C(c1ccccc1)N1CCN(C(=O)c2ccc(Cl)cc2Cl)CC1	0.3	-0.5
Cc1oc(C(C)(C)C)cc1C(=O)NCc1csc2ccc(Cl)cc12	-1.6	/
Cc1cc(C)cc(-n2nnc(C(=O)NCc3ccc(Cl)cc3)c2N)c1	-1.0	-3.0
COc1ccc(Cl)cc1NC(=O)N1CC(C(=O)NC2CC2)C2(CCOCC2)C1 (centres undefined)	-6.7	-0.7
CC1CCN(C(=O)CN2C(=O)C3CCCN3C(=O)c3ccc(F)cc32)CC1 (centres undefined)	-8.1	0.8
O=C(NCCCN1CCCC1)c1cc2cn(C3CCCC3)cc2s1	9.5	15.6
CC(C)c1c(C(=O)NC2CC2)cnn1-c1ccccc1Cl	-2.3	-1.1
O=C(CN1CCN(c2nccn2-c2ccccc2F)CC1)N1CCc2ccccc21	-7.9	29.5
COC(=O)c1ccc(C2C3=C(CCCC3=O)Nc3nc(SC(C)C)[nH]c(=O)c32)cc1 (centres undefined)	0.7	1.0
COc1ccc(C(=O)Nc2c3c(nn2-c2ccc(Cl)cc2)CS(=O)(=O)C3)cc1	-4.4	6.0

Compound activity deposited in PubChem BioAssay by University of Kansas High Throughput Screening Laboratory.
